Screens (PubChem BioAssay)
RAD52 anneal inh: blocks human RAD52 DNA annealing. inhibition, % at 18.7 µM. 0.46% of 360,000 active. P43351. recombinant RAD52 DNA annealing, FRET fluorescence. AID 651710;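 active = every replicate showing at least 50% inhibition; inconclusive = mean inhibition at least 50% but not in every replicate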
Target sequence (P43351 whole entry, looked up): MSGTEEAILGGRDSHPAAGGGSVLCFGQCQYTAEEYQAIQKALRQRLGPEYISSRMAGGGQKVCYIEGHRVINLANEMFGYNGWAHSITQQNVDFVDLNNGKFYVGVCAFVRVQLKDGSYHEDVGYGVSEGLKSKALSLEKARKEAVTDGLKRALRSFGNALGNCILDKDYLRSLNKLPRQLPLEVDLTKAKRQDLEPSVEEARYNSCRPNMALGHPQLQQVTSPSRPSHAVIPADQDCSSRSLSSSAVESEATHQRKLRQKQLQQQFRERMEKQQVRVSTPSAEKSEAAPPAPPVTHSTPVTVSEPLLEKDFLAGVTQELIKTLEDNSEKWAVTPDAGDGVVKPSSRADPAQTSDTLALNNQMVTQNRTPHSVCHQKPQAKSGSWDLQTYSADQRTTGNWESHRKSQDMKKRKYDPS
DENV2 CPE: protects cells from dengue virus 2 cytopathic effect; DENV2-infected cells, cytopathic effect rescue, plate reader; CPE inhibition, % at 9.99 µM; 1.7% of 350,000 active; in the data active = CPE inhibition above about 20%, passing the limit was not always enough; inconclusive = no clear call, values can overlap the other calls; tested in BHK-21 cells;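 also: 0% = median of neutral control wells and 100% = median of positive control wells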
RAD54 inh: inhibitors of human RAD54 branch migration. Q92698. RAD54 Holliday junction branch migration, FAM/BHQ fluorescence. inhibition, % at 10.4 µM. 0.14% of 360,000 active. AID 602329;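 active = mean normalized replicate activity at least 40 and at least half of replicates scoring 40 or more; inconclusive = only one of the two criteria met; inactive = mean below 40 and under half of replicates reaching 40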;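 also: 0% = median of neutral control wells and 100% = median of positive control wells; inhibitors cause a drop in the FAM fluorescence signal; in these data hits start at about 50%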
CASP6 VEID inh: inhibitors of human caspase-6; AID 686996; 0.53% of 350,000 active; P55212; inhibition, % at 12.5 µM; purified caspase-6, Z-VEID-R110 cleavage fluorescence;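 active = mean inhibition across replicates at least about 35%, with every replicate also reaching that limit, limit read from the data; inconclusive = only one of the two criteria met; inactive = neither criterion met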;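 also: 0% = median of neutral control wells and 100% = no fluorescence left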
INS-1E GSIS act: GLuc luminescence reporter in INS-1E cells, primary screen for activators of glucose-dependent secretion of insulin | INS-1E GLuc reporter insulin secretion, 2-3 h | activation, % at 16.6 µM | AID 743287 | 0.61% of 370,000 active;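 active = lowest replicate activation of at least 40%, so every replicate reaches that level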;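 also: 0% = median of neutral control wells and 100% = median of IBMX positive control wells; some compounds called inactive have numbers as strong as hits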
Xi reactivation: reactivates the inactive X chromosome in mouse fibroblasts; XiGFP mouse fibroblasts, % GFP-positive cells imaging, 3 d; cells co-treated with 5-aza-dC sensitizer; scaled so ellipticine positive control = 100%; activation, % at 7.58 µM; 0.055% of 360,000 active;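 active = mean normalized replicate activation at least 10% and every replicate at or above 10%; inconclusive = only one of the two criteria met; inactive = mean below 10% and not all replicates reach 10%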;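 also: 0% = median of on-plate neutral control wells and 100% = ellipticine 6 µM median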
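Schedule: 3 d treatment, 15 min room-temperature fixation; system: 68-5-11 XiGFP fibroblast line; buffer or medium: DMEM plus 5-aza-dC sensitizer; control set: ellipticine 6 µM positive control; compound: one concentration, pinned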
CFTR F508del cor: CFTR F508del correction in bronchial cells; CFBE cells, YFP halide quenching; stimulated with forskolin plus potentiator P3; % fluorescence drop versus neutral controls; activity (quench increase), % at 7.58 µM; 0.36% of 350,000 active; AID 720511;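 active = mean added fluorescence quench of at least 8% versus neutral control, with both replicates also reaching 8%; inconclusive = only one of the mean or replicate conditions met; inactive = mean below 8% and not both replicates reaching 8%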;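 also: cells transiently co-express mutant CFTR-F508del with the halide-sensitive YFP; corrector assay measuring rescue of mutant channel to the surface after 24 h compound exposure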
E-sel inducer: induces E-selectin expression in human endothelial cells; activation, % at 7.58 µM; P16581; 0.37% of 260,000 active; HUVEC E-selectin immunofluorescence imaging; normalized: neutral wells 0, TNF-alpha wells 100;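 active = mean E-selectin-positive cell signal at least 10% of the positive control, reached in at least 60% of replicates, without over 20% cell loss; inconclusive = no rule given, readout overlaps actives, possibly toxicity-flagged; inactive = the rest, including those meeting only one limit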;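 also: in these data hits start at about 27%; measured in HUVEC primary endothelial cells; signal is the percent of cells scored E-selectin positive by PE staining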
Target sequence (P16581 whole entry, looked up): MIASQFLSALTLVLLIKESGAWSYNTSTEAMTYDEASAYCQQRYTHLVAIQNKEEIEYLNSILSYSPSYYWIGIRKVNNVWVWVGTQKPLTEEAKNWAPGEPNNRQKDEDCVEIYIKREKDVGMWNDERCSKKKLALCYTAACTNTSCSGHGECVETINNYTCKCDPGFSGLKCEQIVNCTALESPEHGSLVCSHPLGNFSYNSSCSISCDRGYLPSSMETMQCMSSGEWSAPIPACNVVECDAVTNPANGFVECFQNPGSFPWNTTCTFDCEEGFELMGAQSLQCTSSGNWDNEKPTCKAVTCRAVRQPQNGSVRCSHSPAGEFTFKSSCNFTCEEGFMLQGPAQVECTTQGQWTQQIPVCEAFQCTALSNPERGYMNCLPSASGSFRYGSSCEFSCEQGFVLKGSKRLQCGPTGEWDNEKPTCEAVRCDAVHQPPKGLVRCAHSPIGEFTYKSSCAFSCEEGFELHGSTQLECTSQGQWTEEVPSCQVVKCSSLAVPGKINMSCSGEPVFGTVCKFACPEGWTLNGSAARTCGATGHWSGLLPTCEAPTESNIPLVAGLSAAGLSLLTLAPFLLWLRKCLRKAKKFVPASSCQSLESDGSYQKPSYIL
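Assay system: HUVEC primary endothelial cells. Input: 3,000 HUVEC seeded per well. Doses: one compound dose added by pin transfer. Read-out basis: % PE-positive cells. Benchmarks: TNF-alpha high, DMSO low. Detection: immunofluorescence imaging. Buffer or medium: EGM-2, gelatin.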
The depositor's hits bear a star; ? = inconclusive; · = no result given.

The opening two compounds as a preview:
SMILES | RAD52 anneal inh | DENV2 CPE | RAD54 inh | CASP6 VEID inh | INS-1E GSIS act | Xi reactivation | CFTR F508del cor | E-sel inducer
CN1CCn2cnc(C(=O)NCc3ccc(CNC(=O)OC(C)(C)C)cc3)c2C1=O | -10 | -6 | -8 | 2 | 0 | 0.1 | -5.0 | -0.1
O=C(Cc1ccncc1)NCC[C@@H]1CC[C@@H](NC(=O)Nc2ccc(Cl)cc2)[C@H](CO)O1 | -19 | 4 | 3 | 0 | 2 | 0.0 | -0.6 | -0.2

The listing, from the first entry:
SMILES | RAD52 anneal inh | DENV2 CPE | RAD54 inh | CASP6 VEID inh | INS-1E GSIS act | Xi reactivation | CFTR F508del cor | E-sel inducer
CN1CCn2cnc(C(=O)NCc3ccc(CNC(=O)OC(C)(C)C)cc3)c2C1=O | -10 | -6 | -8 | 2 | 0 | 0.1 | -5.0 | -0.1
O=C(Cc1ccncc1)NCC[C@@H]1CC[C@@H](NC(=O)Nc2ccc(Cl)cc2)[C@H](CO)O1 | -19 | 4 | 3 | 0 | 2 | 0.0 | -0.6 | -0.2
S=c1[nH]c2ccccc2o1 | -21 | 3 | · | 2 | 4 | 0.0 | -2.8 | ·
CC(=O)N1CCN(Cc2nc(C(c3ccccc3)c3ccccc3)no2)CC1 | -14 | -3 | · | 1 | 3 | 0.0 | 1.1 | ·
CC(=O)c1ccccc1NC(=O)CCNC(=O)c1ccco1 | -18 | 8 | -8 | 0 | 7 | 0.0 | 0.1 | ·
O=C(CN1C(=O)NC2(CCCCC2)C1=O)NCc1cccs1 | -5 | -5 | 10 | 0 | -4 | -0.1 | -2.4 | ·
COc1nc(Nc2ccccc2F)nc(OC)n1 | -19 | 1 | -3 | 1 | -40 | 0.0 | -1.1 | ·
O=C(O)CCSC1CC(=O)N(c2ccccc2)C1=O (configuration not stated) | -18 | 1 | · | -2 | 5 | 0.1 | 0.1 | 1.5
CCc1ccccc1OCC(=O)Nc1cccc(S(=O)(=O)NCc2ccco2)c1 | -19 | -4 | 2 | 4 | -31 | 0.2 | 0.1 | -0.1
Cc1cccn2c(=O)c3cc(C(=O)NCCc4ccccc4)c(=N)n(Cc4ccco4)c3nc12 | 2 | 11 | -24 | -1 | 12 | 0.0 | 1.0 | ·
CC(C)NC(=O)N(C)C[C@H]1Oc2ccc(NC(=O)Nc3cccc4ccccc34)cc2C(=O)N([C@H](C)CO)C[C@H]1C | -14 | ? | 10 | 4 | -6 | -0.9 | 2.4 | 0.2
COc1cccc(C(=O)COC(=O)C2CC(=O)N(c3ccc(Oc4ccccc4OC)cc3)C2)c1 (configuration not stated) | -7 | 0 | -3 | -1 | -7 | 0.3 | 2.7 | ·
O=C(Nc1nc(-c2ccc(-c3ccccc3)cc2)cs1)c1cc([N+](=O)[O-])ccc1N1CCOCC1 | -16 | 7 | · | -1 | -6 | -0.1 | 0.1 | ·
COc1ccccc1-c1nc2n(n1)C(c1ccccc1Cl)C(C(N)=O)=C(C)N2 (configuration not stated) | -6 | -1 | -8 | 0 | 9 | 0.1 | -0.9 | -0.1
Cc1nc(NC(=O)COC(=O)C2CC2C)c(Cl)cc1Cl (configuration not stated) | -21 | -5 | -8 | 0 | 25 | -0.4 | -5.9 | ·
Cc1ccc(C(=O)NCC(=O)Nc2ccc3c(c2)OCCO3)cc1 | -7 | -4 | -14 | 2 | 2 | 0.2 | -0.2 | ·
Cc1ccccc1Nc1c(-c2ccncc2)nc2ccc(Cl)cn12 | -18 | -2 | · | -5 | 40* | -0.2 | -0.2 | ·
COc1cccc(NC(=O)C2(C)CCN2C(=O)CCc2ccc(Cl)cc2Cl)c1 (configuration not stated) | -1 | 2 | 4 | 3 | -22 | -0.1 | -0.9 | -0.1
O=C(Cc1ccncc1)NCC[C@H]1CC[C@@H](NC(=O)C2CCCC2)[C@H](CO)O1 | -1 | -1 | 8 | 0 | 12 | 0.1 | 0.3 | -0.1
COc1ccc(C(=O)OCC(=O)NC(=O)NC2CCCC2)cc1[N+](=O)[O-] | -15 | -5 | 10 | 1 | 15 | 0.1 | 0.4 | 0.3
CCOc1cccc2c1OC1(C)CC2NC(=O)N1Cc1ccccc1 (configuration not stated) | 5 | 3 | -8 | -1 | 4 | 0.4 | -0.7 | 0.0
O=C(CNc1ccccc1C(=O)O)c1ccccc1 | -4 | -1 | 1 | 11 | 6 | -0.1 | -1.5 | -0.2
COc1ccccc1CNC(=O)C[C@H]1C[C@H]2c3cc(N(C)C)ccc3O[C@H]2[C@@H](CO)O1 | -76 | 2 | -18 | 5 | -36 | 0.4 | 3.0 | -0.1
COc1ccccc1CNC(=O)CN(CCc1ccccc1)S(C)(=O)=O | -10 | 4 | · | 1 | 15 | 0.2 | 4.8 | ·
CC(C)NC(=O)Nc1ccc2c(c1)C(=O)N([C@H](C)CO)C[C@H](C)[C@@H](CN(C)CC1CC1)OCCCC[C@@H](C)O2 | 14 | ? | 5 | 0 | 11 | -0.9 | 0.1 | 0.3
COc1ccc(-n2ncc3c2CC(C)(C)CC3NC(=O)CCc2c(C)nn(C)c2C)cc1 (configuration not stated) | -16 | -3 | -2 | 0 | -12 | 0.0 | 0.0 | ·
CN1CCN(S(=O)(=O)c2ccc(N(C)Cc3c(F)cccc3Cl)nc2)CC1 | -10 | -4 | -11 | -4 | -19 | 0.0 | 1.3 | -0.4
CCCN(C)C[C@H]1Oc2cc(C#Cc3cccnc3)ccc2S(=O)(=O)N([C@@H](C)CO)C[C@H]1C | -23 | -4 | 2 | 1 | -12 | -0.2 | 0.8 | -0.1
CC(C)Oc1ccc(C(CC(=O)NCCCN(C)C)c2ccc(F)cc2)cc1 (configuration not stated) | 2 | -1 | · | -3 | -48 | 0.2 | · | ·
CC(=O)c1ccc(N2C(=O)[C@@H]3[C@H](C2=O)[C@H]2c4ccccc4C=NN2[C@@H]3C(C)=O)cc1 | -23 | 10 | · | 4 | -7 | 0.8 | -2.5 | 0.0
CCOC(=O)CCSCC(=O)N1N=C(c2cccs2)CC1c1ccc(C)cc1 (configuration not stated) | -14 | 3 | · | 0 | -22 | 0.0 | -3.0 | -0.1
CCCNC(=O)[C@@H]1[C@@H](CO)[C@@H]2Cn3c(ccc(-c4ccccc4F)c3=O)[C@@H]2N1C(C)=O | -22 | -8 | · | 1 | -1 | 0.4 | 1.6 | -0.1
Cc1cc(NC(=O)c2ccc3c(c2)OCCO3)ccc1NC(=O)c1ccco1 | -2 | 1 | · | -2 | -13 | 0.0 | -0.5 | ·
CCCCNC(=O)C[C@@H]1C[C@@]2(C(=O)OCC)CCC=C2N(Cc2cccc3ccccc23)C1=O | -13 | 10 | · | -3 | -16 | 0.2 | 4.9 | ·
COc1ccc(CN(C)C(=O)c2ccc(NS(=O)(=O)c3ccc4[nH]c(=O)[nH]c4c3)cc2)c(OC)c1 | 1 | -3 | 2 | 2 | 8 | 0.0 | -1.4 | ·
O=C(NCC1CCOCC1)C1CCC(=O)N(Cc2cccc(C(F)(F)F)c2)C1 (configuration not stated) | -1 | 2 | 3 | 1 | -12 | 0.2 | 1.2 | 0.6
CCOC(=O)C1CCCN(c2c(NCCN3CCCCC3CC)c(=O)c2=O)C1 (configuration not stated) | -12 | -5 | -5 | -13 | -2 | 0.0 | -3.2 | -1.4
O=C(Nc1ccccc1)c1ccc(NC(=O)c2cccs2)cc1 | -8 | -1 | -6 | -4 | 11 | 0.1 | -0.6 | -0.7
CCN(c1ccccc1)S(=O)(=O)c1cccc(C(=O)NCC(c2cccs2)N2CCOCC2)c1 (configuration not stated) | -26 | -2 | 2 | -73 | -18 | 0.2 | 3.5 | ·
Cn1c(N)c(C(=O)COC(=O)CCCN2C(=O)c3ccccc3C2=O)c(=O)n(C)c1=O | 0 | -5 | 4 | 1 | · | 0.2 | 1.8 | 0.1
O=C(Nc1cccnc1)c1ccc2ccccc2c1O | -3 | -3 | 2 | 3 | -4 | -0.1 | 1.2 | -0.4
CNC[C@H]1OCCCC[C@@H](C)Oc2ccc(N)cc2C(=O)N([C@@H](C)CO)C[C@H]1C | -31 | -7 | -9 | -3 | 11 | 0.2 | -1.7 | -0.3
CN(C)C(=O)c1cccc(-c2ccc3c(c2)[C@@H]2[C@@H](CCN2S(=O)(=O)c2cn(C)cn2)[C@@H](CO)N3)c1 | -3 | · | 6 | · | 2 | 0.0 | 0.8 | 0.3
C/C=C/c1ccc2c(c1)O[C@H](CN(C)Cc1cccc(F)c1)[C@H](C)CN([C@@H](C)CO)S2(=O)=O | 3 | 9 | -10 | 1 | 20 | -0.7 | 2.7 | -0.6
C[C@H](CO)N1C[C@H](C)[C@H](CN(C)C(=O)c2ccccn2)Oc2ncc(-c3cccc(C#N)c3)cc2C1=O | -2 | 19 | 1 | -3 | 13 | -0.6 | -0.4 | 0.1
CCOCCCN1C(=O)CN(C2CCCCC2)C(=O)C1c1ccc(OC)c(OC)c1 (configuration not stated) | -7 | · | 11 | 3 | 26 | · | -0.9 | ·
Cc1cc(C(=O)COC(=O)c2ccc(O)cc2O)c(C)n1-c1ccc(OC(F)F)cc1 | -7 | -5 | -8 | 5 | -47 | -0.7 | 4.2 | 0.2
Cc1cc(=O)[nH]c(SCC(=O)Nc2nonc2C)n1 | -10 | -4 | 24 | 0 | 6 | 0.0 | -2.1 | 0.1
Cc1cccnc1C1=NOC(Cc2ccccc2)C(=O)N1Cc1ccc(F)cc1 (configuration not stated) | -4 | 0 | -10 | -2 | -15 | -0.3 | -2.8 | ·
CCOc1ccc(NC(=O)C(C)Sc2nnc(C)n2C)cc1 (configuration not stated) | -2 | -2 | -6 | 1 | -9 | 0.1 | -3.5 | 0.1
COc1ccc(C)cc1N(C(=O)c1ccco1)C(C(=O)NC1CCCC1)c1ccc(N2CCOCC2)cc1 (configuration not stated) | -7 | 6 | 2 | 3 | -15 | 0.0 | -0.7 | -0.2
Cc1noc(C)c1NC(=O)N(C)C[C@H]1Oc2c(NC(=O)CCCCCC(=O)Nc3ccccc3N)cccc2C(=O)N([C@@H](C)CO)C[C@H]1C | 5 | 10 | · | -2 | 19 | -1.3 | -0.2 | -0.2
CCCNC(=O)Nc1ccc2c(c1)OC[C@@H](C)N(C(=O)C1CCOCC1)C[C@H](C)[C@H](OC)CN(C)C2=O | -1 | 7 | · | -1 | 8 | 0.0 | 0.4 | 0.1
CN(CC(=O)Nc1ccc(Cl)cc1)C(=O)CCNC(=O)c1ccc(Cl)cc1 | -10 | 4 | -6 | 1 | -34 | -0.1 | 0.2 | 0.0
COc1ccc(C(=O)n2ncc(C#N)c2N)cc1 | -13 | -2 | -3 | -2 | 13 | -0.2 | -0.8 | -0.1
COc1ccc(-c2csc(NC3=NCCCCC3)n2)cc1 | 4 | 17 | · | 4 | -6 | 0.4 | · | 9.6
Nc1cc(=O)[nH]c(SCC(=O)N2N=C(c3ccc4ccccc4c3)CC2c2ccccc2)n1 (configuration not stated) | -3 | 4 | -19 | -3 | -10 | -0.7 | -2.5 | ·
CC(C)CC(=O)Nc1ccccc1N1CCCC1 | -3 | 9 | · | -2 | -6 | 0.0 | · | -1.6
Cc1nc(-c2ccc(Cl)cc2)sc1C1(C)CC(c2ccc(OC(F)(F)F)cc2)=NO1 (configuration not stated) | -21 | 15 | 5 | 1 | -7 | 0.0 | 0.2 | -0.1
